SUMO1-SIM PPI – alters human SUMO1 binding to SIM partners; SUMO1 binding to a labelled peptide, TR-FRET, 1 h; inhibition, % at 20 µM; 360,000 compounds, 0.33% hits; AID 602429; in the data active = inhibition above about 37%
Target sequence (P63165 whole entry, looked up): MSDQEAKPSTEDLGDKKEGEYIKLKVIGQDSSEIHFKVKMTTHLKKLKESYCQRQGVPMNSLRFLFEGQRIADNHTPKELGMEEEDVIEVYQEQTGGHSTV
Neddylation inh – cullin neddylation inhibition; P61081+Q13564; TR-FRET cullin neddylation, biochemical; calls only at 25 µM; 360,000 compounds, 0.58% hits; AID 651699; in the data active = inhibition above about 36%
LMPTP block – LMPTP (human) inhibition. inhibition, % at 20 µM. 360,000 compounds, 0.22% hits. AID 651560. recombinant LMPTP-A, OMFP fluorogenic substrate, fluorescence intensity;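 active = compounds that cut the enzyme signal by at least half of the control window in the single-dose screen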;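 also: plate controls were DMSO wells with enzyme plus substrate for no effect and substrate without enzyme for full effect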
Target sequence (P24666 whole entry, looked up): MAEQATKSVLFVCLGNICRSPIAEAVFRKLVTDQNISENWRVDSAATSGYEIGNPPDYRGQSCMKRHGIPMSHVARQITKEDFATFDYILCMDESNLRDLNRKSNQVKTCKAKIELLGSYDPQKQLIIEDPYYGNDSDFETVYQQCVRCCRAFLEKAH
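Test system – LMPTP-A enzyme · Amount – LMPTP-A at 0.625 nM final in the reaction · Buffer or medium – Bis-Tris pH 6.0, DTT, detergent · Reagent – OMFP 400 µM · Doses – single 20 µM dose · Schedule – reaction 50 min, room temperature, dark · Detection – fluorescence intensity of OMFP turnover product · Evaluation – percent inhibition versus substrate-only and uninhibited controls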
STEP block – STEP (human) phosphatase inhibition; P54829; recombinant STEP, OMFP fluorogenic substrate, fluorescence; inhibition, % at 20 µM; 360,000 compounds, 0.25% hits; AID 588621;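 active = inhibition at 20 µM, scaled per plate between control wells, above about 37%, limit read from the data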;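 also: 0% = DMSO with enzyme and substrate and 100% = substrate only without enzyme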
Target sequence (P54829 whole entry, looked up): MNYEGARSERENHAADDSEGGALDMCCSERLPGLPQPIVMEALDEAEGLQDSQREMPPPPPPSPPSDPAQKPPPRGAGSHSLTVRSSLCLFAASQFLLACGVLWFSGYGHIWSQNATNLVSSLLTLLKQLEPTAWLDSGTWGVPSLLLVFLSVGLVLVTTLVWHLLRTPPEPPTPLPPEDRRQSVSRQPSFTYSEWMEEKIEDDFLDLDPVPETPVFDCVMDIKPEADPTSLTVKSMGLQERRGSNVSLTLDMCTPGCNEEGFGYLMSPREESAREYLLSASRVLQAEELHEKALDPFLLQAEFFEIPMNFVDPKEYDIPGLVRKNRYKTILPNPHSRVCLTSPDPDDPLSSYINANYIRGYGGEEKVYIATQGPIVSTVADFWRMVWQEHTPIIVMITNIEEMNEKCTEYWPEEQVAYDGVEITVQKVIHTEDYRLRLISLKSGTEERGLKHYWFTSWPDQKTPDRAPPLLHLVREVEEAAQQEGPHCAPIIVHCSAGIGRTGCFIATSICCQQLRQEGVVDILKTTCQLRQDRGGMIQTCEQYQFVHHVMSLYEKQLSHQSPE
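Test system: STEP tyrosine phosphatase / Reagent: OMFP at 25 µM / Doses: 20 µM, 1% DMSO / Read-out: percent inhibition scaled to no-enzyme and uninhibited-enzyme controls, plate-pattern corrected / Detection: FITC-channel fluorescence of OMFP product / Medium: Bis-Tris buffer pH 6.0, 2.5 mM DTT, 0.005% Tween 20 / Schedule: 20 min at room temperature, dark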
Tb MetRS inh – blocks T. brucei methionyl-tRNA synthetase activity | purified T. brucei MetRS, ATP depletion, Kinase-Glo luminescence | inhibition, % at 11.9 µM | AID 624268 | 360,000 compounds, 0.4% hits;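 active = inhibition above a per-plate cutoff of the control wells' mean inhibition plus 3 SD, cut at about 5.5% in these data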;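 also: 0% = DMSO wells median and 100% = median of wells with control inhibitor compound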
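technique = Kinase-Glo luminescence, ATP depletion format | system = purified MetRS (methionyl-tRNA synthetase) enzyme from Trypanosoma brucei | timing = 15 min preincubation, 2 h reaction, all 25 °C | evaluation = percent inhibition versus plate control medians | dosing = single dose, 11.9 µM final nominal, 0.9% final DMSO | also added = substrates ATP, L-methionine and bulk Escherichia coli tRNA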
SKN-1 block – inhibitors of C. elegans SKN-1. inhibition, % at 21.8 µM. C. elegans VP596 Pgst-4::GFP/RFP ratio, acrylamide-induced, 24 h. 360,000 compounds, 0.49% hits;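 active = interference check ratio from 0.5 to 1.5 plus GFP to RFP signal ratio inhibition reaching or exceeding a fixed threshold, cut at about 30% in these data, passing the limit was not always enough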; also: some compounds called inactive have numbers as strong as hits
NadD inh – NadD (S. aureus) enzyme inhibition; inhibition, % at 20 µM; purified NadD enzyme, colorimetric absorbance read-out; AID 602399; 360,000 compounds, 0.78% hits; in the data active = inhibition above about 26%; also: some compounds past the cut are filed as inactive
Scp-1 inhibitor – blocks human Scp-1 phosphatase activity; Recombinant Scp1, phosphopeptide, malachite green phosphate absorbance; 340,000 compounds, 0.88% hits; inhibition, % at 20 µM; Q9GZU7;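 active = inhibition above about 50% at 20 µM, limit read from the data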;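 also: plate controls were DMSO wells with enzyme for no effect and wells lacking enzyme for full effect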
Target sequence (Q9GZU7 76-261 limits assumed): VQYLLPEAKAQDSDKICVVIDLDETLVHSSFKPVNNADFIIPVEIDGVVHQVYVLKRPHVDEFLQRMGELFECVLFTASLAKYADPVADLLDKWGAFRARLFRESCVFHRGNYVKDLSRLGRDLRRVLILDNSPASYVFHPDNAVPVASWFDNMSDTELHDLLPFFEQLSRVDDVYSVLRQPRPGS
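Test system – truncated SCP-1 phosphatase (76-261aa) · Reagent – Phosphorylated 17-residue peptide substrate · Incubation – 45 min room-temperature reaction, 5 min colour, 30 min stabiliser · Detection – colorimetric phosphate reagent with accelerator and stabiliser, absorbance at 630 nm · Measure – % inhibition at 20 µM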
DNMT1 inh – DNMT1 (human) enzyme inhibition. P26358. DNMT1 molecular beacon, Hinp1I cleavage, fluorescence. inhibition (reported as % activation of signal), % at 10 µM. 360,000 compounds, 0.83% hits. AID 588458; in the data active = inhibition above about 50%
NRP1-CendR mod – NRP-1/CendR interaction modulation | FAM-RPARPAR peptide binding to NRP-1, fluorescence polarization | inhibition, % at 25 µM | O14786 | 360,000 compounds, 0.85% hits;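 active = inhibition or corrected inhibition above about 18%, plus a signal ratio from 0.5 to 1.5, limit read from the data, passing the limit was not always enough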; also: strong numbers were not always called active
An asterisk follows results filed as active; i = inactive; nt = no result given. Compounds as they come, and some 4.6% of all compounds hit somewhere here.

SMILES | SUMO1-SIM PPI | Neddylation inh | LMPTP block | STEP block | Tb MetRS inh | SKN-1 block | NadD inh | Scp-1 inhibitor | DNMT1 inh | NRP1-CendR mod
O=C(SCC(O)C(O)CS)c1cccs1 (stereo unspecified) | 4 | i | 1.3 | -3 | 0.3 | -4 | -5 | -12 | -7 | 0
Cc1sc2ncn(CC(=O)N3CCCCC3)c(=O)c2c1C | 3 | i | -1.4 | 1 | 0.3 | 2 | 0 | -4 | 3 | -13
O=C(COC(=O)/C=C/c1cccc([N+](=O)[O-])c1)NCCCN1CCCC1=O | -16 | i | 0.6 | -2 | -0.7 | 3 | -5 | -13 | 0 | 6
O=C(NCc1cccnc1)/C(=C/c1ccccc1)NC(=O)c1ccccc1 | 1 | i | -2.0 | 9 | 0.4 | 2 | -4 | -5 | -1 | -1
Cc1cc(-c2ccc(C(C)C)c(S(=O)(=O)N3CCN(c4ccccn4)CC3)c2)on1 | 6 | i | 6.3 | 1 | 8.0* | -6 | 11 | -5 | -7 | 8
c1cncc(-c2nc(N3CCCCCC3)c3ccccc3n2)c1 | -1 | i | 33 | 3 | -0.7 | 6 | -5 | 6 | -2 | -5
COc1ccc2oc3ccc(OC)cc3c(=O)c2c1 | -10 | nt | -1.5 | -4 | -0.3 | 11 | -5 | -15 | 11 | 8
Cc1ccc(CN(C)S(=O)(=O)c2c(C)noc2/C=C/N(C)C)cc1 | 6 | i | 1.1 | 13 | 0.3 | -4 | 3 | 3 | 1 | 3
CN1C(=O)N(CC(=O)Nc2nccs2)C(=O)C12CCCCC2 | 2 | i | -0.4 | -2 | -0.2 | -6 | -1 | -1 | 2 | 8
CCOC(=O)C1=C(C)N=c2s/c(=C\c3ccc(OCC(=O)O)cc3)c(=O)n2C1c1ccccc1 (stereo unspecified) | -8 | i | 0.2 | 2 | 0.1 | 17 | 14 | 1 | 26 | -33
O=C(NCc1ccccc1CN1CCCC1)c1ccc(Cl)c(N2CCCC2=O)c1 | -15 | i | -0.4 | -4 | -0.4 | 8 | 3 | 0 | 1 | -6
CCCOc1ccc(N2C(=O)CC(N3CCN(C(=O)c4ccco4)CC3)C2=O)cc1 (stereo unspecified) | -1 | i | -1.2 | -1 | -0.7 | 5 | 3 | -3 | 1 | -15
Cc1ccc(NC(=O)CN2C(=O)S/C(=C\c3cc(C)n(C)c3C)C2=O)cc1 | -4 | i | 0.4 | -2 | -0.1 | 17 | 21 | -9 | -15 | -47
Cc1ccccc1-n1c2nc(=O)n(C)c(=O)c-2cc2ccccc21 | -29 | nt | -1.1 | -1 | 0.2 | -6 | 3 | 0 | -2 | -6
O=C(CNC(=S)NC(=O)C1CCCCC1)c1ccccc1 | -1 | i | 1.2 | -4 | -1.1 | 2 | 3 | -1 | 8 | -4
O=C(O)CC(NC(=O)CC(c1ccccc1)c1ccccc1)c1cccc([N+](=O)[O-])c1 (stereo unspecified) | 10 | i | -1.1 | 2 | -0.5 | -5 | -2 | -17 | 2 | 2
CN(CC(=O)Nc1cccc([N+](=O)[O-])c1)S(=O)(=O)c1ccccc1 | -14 | i | -0.5 | 0 | -0.1 | 7 | 2 | -6 | -6 | -15
COC(CNC(=O)C1CCCN(S(=O)(=O)c2ccc3c(c2)oc(=O)n3C)C1)OC (stereo unspecified) | -2 | i | -0.1 | -2 | 0.0 | 0 | -5 | -3 | -3 | -3
CC1CCC(NC(=O)c2ccc3c(c2)OCO3)CC1 (stereo unspecified) | -4 | i | -0.6 | 2 | -0.5 | 21 | -6 | -15 | 0 | -1
CCc1ccc2nc(NC(=O)c3ccc(N4C(=O)CCC4=O)cc3)sc2c1 | -9 | i | 0.2 | -1 | -0.7 | -5 | 3 | -16 | 0 | -14
CCc1cccc(CC)c1NC(=O)CCCSc1nc2ccccc2s1 | 3 | i | 2.1 | 3 | 0.6 | 6 | -7 | -4 | 2 | 6
COc1ccc(-c2ccc(=O)n(CC(=O)NC3CCc4ccccc43)n2)cc1OC (stereo unspecified) | -9 | i | 0.5 | -3 | 0.0 | 6 | -2 | -6 | -1 | 7
Cc1cc(SCC(=O)c2ccccc2)nc(SCC(=O)c2ccccc2)n1 | 1 | i | 1.5 | 5 | -0.6 | -4 | 9 | -2 | -5 | 10
COC(=O)[C@H](C)NC(=O)NC1CCCc2ccccc21 (stereo partly specified) | 3 | i | -0.8 | -4 | -0.4 | 2 | -2 | -2 | -2 | 0
COc1ccc(-c2csc(C(O)c3ccc(F)c(OC)c3)n2)cn1 (stereo unspecified) | -1 | i | 0.5 | 3 | -0.3 | 17 | -3 | nt | -1 | 6

Printed as active in Tb MetRS inh (from the list above):
SMILES | SUMO1-SIM PPI | Neddylation inh | LMPTP block | STEP block | Tb MetRS inh | SKN-1 block | NadD inh | Scp-1 inhibitor | DNMT1 inh | NRP1-CendR mod
Cc1cc(-c2ccc(C(C)C)c(S(=O)(=O)N3CCN(c4ccccn4)CC3)c2)on1 | 6 | i | 6.3 | 1 | 8.0* | -6 | 11 | -5 | -7 | 8

Remaining list, next part:
SMILES | SUMO1-SIM PPI | Neddylation inh | LMPTP block | STEP block | Tb MetRS inh | SKN-1 block | NadD inh | Scp-1 inhibitor | DNMT1 inh | NRP1-CendR mod
CC1CN(C(=O)c2ccccc2C(=O)c2ncc[nH]2)CC(C)O1 (stereo unspecified) | 6 | i | -1.3 | -1 | -0.4 | 1 | -3 | -1 | 3 | -7
O=C(NCC(=O)N1CCN(S(=O)(=O)c2c(F)cccc2F)CC1)c1ccccc1F | -2 | i | 0.1 | 0 | -0.6 | -4 | -3 | 1 | 1 | 3
Nc1nc2n(n1)C(c1ccco1)CC(c1ccc(Cl)cc1)N2 (stereo unspecified) | 1 | nt | 0.7 | 3 | 0.7 | -5 | 0 | -2 | -4 | -1
CCCOC(=O)c1ccc(NC(=O)c2cccc(S(=O)(=O)N3CCN(C(C)=O)CC3)c2)cc1 | 0 | i | 0.0 | -1 | -1.2 | 18 | -6 | 0 | -4 | 8
Cn1nc(C(F)(F)F)c(/C=N/OC(=O)c2ccccc2Cl)c1SCc1ccc(Cl)cc1 | 4 | i | 3.3 | 4 | -0.6 | -33 | 8 | -8 | -1 | -1
CN(c1ccccc1C(=O)Nc1ccc2c(c1)OCO2)S(C)(=O)=O | 1 | i | 0.9 | 0 | -0.1 | 3 | 3 | 0 | -8 | -6
O=C(NC1CCCCC1)N1CCN(C2CCCCC2)CC1 | 1 | i | -0.8 | -8 | -0.5 | 17 | -4 | 6 | 0 | 0
COc1cccc(NC(=O)CCSc2ccc(C)cc2)c1 | 1 | i | -1.2 | -4 | -0.8 | 4 | -3 | -4 | 5 | 8
COc1cc2cc(OC(C)=O)c3cc4c(cc3c2c(OC)c1OC)OCO4 | 2 | i | -1.1 | nt | -0.2 | 1 | 7 | nt | nt | 3
CSc1nnc(CCCCCCCCc2nnc(SC)o2)o1 | 6 | i | -1.9 | -1 | 0.3 | -11 | 0 | -11 | -3 | 0
Cc1ccc(C)c(Cn2nc(-c3cc(C)ccc3C)ccc2=O)c1 | -4 | i | 3.6 | 0 | -1.4 | 7 | -8 | -2 | 2 | 8
CC(Sc1cccc[n+]1[O-])C(=O)NC1CCCCC1C (stereo unspecified) | 5 | i | -1.2 | -5 | -0.5 | -4 | 5 | -2 | -2 | 0
Cc1nonc1OCCNCc1c(C(=O)N(C)C)nc2ccc(Cl)cn12 | -1 | i | -0.1 | 0 | 0.0 | 4 | 5 | -7 | -3 | -3
Nc1nnc(SCC(=O)Nc2ccc(F)c(Cl)c2)n1-c1ccccc1 | 1 | i | -1.0 | -1 | -0.7 | 16 | 2 | 1 | -6 | 7
CNC(=O)c1cnc(-c2ccccc2)nc1-c1ccccc1 | -3 | i | 0.9 | -2 | -1.0 | 22 | -3 | -9 | -3 | -3
O=c1oc2ccccc2cc1-c1ccccc1 | -16 | i | -1.1 | -2 | 0.0 | 15 | -7 | -5 | 2 | -5
CCOC(=O)N1CCN(C(=O)Cn2nc(C)c3sc4ccccc4c3c2=O)CC1 | -6 | i | -1.0 | 5 | 0.4 | 10 | 4 | -4 | -1 | 9
Clc1ccc(C(c2ccccc2)N2CCN(c3ccccn3)CC2)cc1 (stereo unspecified) | -2 | i | 4.1 | 2 | 0.4 | 8 | -5 | -4 | 5 | 15
O=C1c2ccccc2C(=O)N1OCc1ccccc1 | -5 | i | -0.7 | -3 | -0.1 | 7 | -2 | -3 | 2 | 4
COc1ccccc1NC(=O)C1CCN(C(=O)c2ccco2)CC1 | -1 | i | -0.4 | -2 | 0.6 | 7 | 4 | -5 | 1 | 1
Cc1cccc2c1cnn2C(=O)CCC(=O)NCc1ccc(F)cc1 | 4 | i | -0.5 | 2 | -0.3 | 1 | -5 | -4 | -1 | -2
COc1cc(C2c3sc(=O)[nH]c3SC3C4CCC(C4)C23)ccc1O (stereo unspecified) | -3 | i | -0.2 | -2 | -0.7 | -4 | 1 | -5 | -1 | -12
COc1cccc(-c2sc3ccccc3c2-c2ccc(OCCN3CCCCC3)cc2)c1 | -41 | i | 9.7 | 3 | -0.3 | -7 | 3 | 3 | -2 | 8
O=C(NCC(=O)N(Cc1ccco1)C(C(=O)NC1CCCCC1)c1cccnc1)c1ccco1 (stereo unspecified) | -2 | i | -1.0 | -6 | 0.1 | -9 | 7 | -8 | 2 | 6
COc1ccc(OCC(O)CN2CCCCC2)cc1 (stereo unspecified) | 4 | i | -2.1 | 0 | -0.2 | -22 | -7 | -4 | -2 | -3
CCOCCOC(=O)c1[nH]c2c(c1C)C(=O)CC(c1ccc(N(C)C)cc1)C2 (stereo unspecified) | -1 | i | 1.1 | -2 | -0.1 | 1 | 3 | 0 | -3 | -9
CCN(CC)c1ccc2c(C)cc(=O)oc2c1 | -14 | nt | -0.1 | 1 | -0.5 | 8 | 4 | 6 | -4 | -20
O=C(Nc1ccccc1N1CCN(c2ccccc2)CC1)c1ccccc1F | -3 | i | 1.8 | 5 | -0.6 | 6 | -7 | -1 | -3 | 3

4 entries from above, with the structure last.
SUMO1-SIM PPI | Neddylation inh | LMPTP block | STEP block | Tb MetRS inh | SKN-1 block | NadD inh | Scp-1 inhibitor | DNMT1 inh | NRP1-CendR mod | Compound
2 | i | -1.1 | nt | -0.2 | 1 | 7 | nt | nt | 3 | COc1cc2cc(OC(C)=O)c3cc4c(cc3c2c(OC)c1OC)OCO4
-1 | i | -0.1 | 0 | 0.0 | 4 | 5 | -7 | -3 | -3 | Cc1nonc1OCCNCc1c(C(=O)N(C)C)nc2ccc(Cl)cn12
1 | nt | 0.7 | 3 | 0.7 | -5 | 0 | -2 | -4 | -1 | Nc1nc2n(n1)C(c1ccco1)CC(c1ccc(Cl)cc1)N2 (stereo unspecified)
4 | i | -2.1 | 0 | -0.2 | -22 | -7 | -4 | -2 | -3 | COc1ccc(OCC(O)CN2CCCCC2)cc1 (stereo unspecified)

Screening results (PubChem BioAssay)
